Compound activity deposited in PubChem BioAssay by Broad Institute.
miR-122 sensor: miR-122 Renilla sensor signal increase in Huh7, primary screen, miR-122 inhibitor project, cell-based, single point, plate reader; activation (reporter increase), % at 12.5 µM; hit rate 0.3% among 340,000; Huh7 miR-122 Renilla luciferase sensor, 48 h; neutral wells = 0, positive control = 100; AID 602342, 2012;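 active = mean replicate activation score at least 90 and every replicate individually at or above 90; inconclusive = only one of the two criteria met; inactive = neither criterion met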;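 note: higher luciferase means less miR-122 activity so hits act as miR-122 inhibitors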
PAX8 inh HTS: inhibitors of PAX8-driven TPO luciferase reporter, primary screen, RMG-I cells, single concentration | SteadyGlo, 24 h | hit rate 1.2% among 360,000 | inhibition, % at 12.6 µM | AID 652154, 2013;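 active = mean replicate inhibition at least 60% with every replicate also reaching 60%; inconclusive = only one of the two criteria is met; inactive = mean below 60% and not all replicates reaching 60%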;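 note: luciferase light reporting Pax8 driven TPO promoter activity; plate controls were median of neutral control wells for no effect and mitoxantrone controls for full effect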
FN deposition inh: inhibitors of fibronectin matrix deposition, primary screen, AH1F cells, Alexa488-fibronectin fluorescence, plate reader; AH1F fibroblasts, overnight; inhibition, % at 12.6 µM; hit rate 0.086% among 350,000;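 active = mean inhibition across replicates of 30% or more, regardless of how many single replicates reach that level; inconclusive = mean under 30% yet at least half of replicates reach 30%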;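 note: positive control wells lacked labelled fibronectin entirely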
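Material: AH1F fibroblasts assembling fluorescent fibronectin matrix; amount: 10000 AH1F cells/well; medium: DMEM, 2% serum; reagent: Alexa488-fibronectin, 24 nM final in well; dosing: single compound dose, delivered by pin transfer; incubation: 1 h adhesion, overnight exposure; detection: fluorescence after three HBSS washes, excitation 485 nm, emission 525 nm; measure: fibronectin deposition inhibition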
F508del corr: F508del CFTR correction, initial screen, CFBE line, single point; CFBE cells, YFP halide quenching; stimulated with forskolin plus potentiator P3; % fluorescence drop versus neutral controls; activity (quench increase), % at 7.58 µM; hit rate 0.36% among 350,000;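 active = mean added fluorescence quench of at least 8% versus neutral control, with both replicates also reaching 8%; inconclusive = only one of the mean or replicate conditions met; inactive = mean below 8% and not both replicates reaching 8%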;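 note: cells transiently co-express mutant CFTR-F508del with the halide-sensitive YFP; corrector assay measuring rescue of mutant channel to the surface after 24 h compound exposure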
EWS-Fli block: EWS/Fli-driven NR0B1 reporter inhibitors, primary screen, A673 cells, NR0B1 luciferase, luminescence, MLPCN library; viability-normalised; inhibition, % at 12.6 µM; hit rate 0.67% among 350,000;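 active = mean inhibition of at least 50% after viability correction, with every replicate also passing that limit; inconclusive = mean reaches 50% but only one of two replicates passes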;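 note: firefly luciferase signal divided by Alamar Blue viability fluorescence both relative to DMSO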
GSIS activator: GLuc luminescence reporter in INS-1E cells, primary screen for activators of glucose-dependent secretion of insulin; activation, % at 16.6 µM; INS-1E GLuc reporter insulin secretion, 2-3 h; hit rate 0.61% among 370,000; AID 743287, 2014;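 active = lowest replicate activation of at least 40%, so every replicate reaches that level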;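 note: 0% = median of neutral control wells and 100% = median of IBMX positive control wells; some compounds called inactive have numbers as strong as hits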
DENV2 CPE rescue: inhibitors of DENV2 cytopathic effect, primary screen, cell-based, plate reader, single concentration. DENV2-infected cells, cytopathic effect rescue. CPE inhibition, % at 9.99 µM. hit rate 1.7% among 350,000. AID 651640, 2012; in the data active = CPE inhibition above about 20%, passing the limit was not always enough; inconclusive = no clear call, values can overlap the other calls; tested in BHK-21 cells;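 note: 0% = median of neutral control wells and 100% = median of positive control wells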
Starred values were filed as active, the others as inactive; ? = inconclusive; · = not tested or not shown; [ ] = dose if it differs, or a comment.

canonical_smiles	miR-122 sensor	PAX8 inh HTS	FN deposition inh	F508del corr	EWS-Fli block	GSIS activator	DENV2 CPE rescue
CCCNC(=O)N1[C@H](CO)[C@@H](c2ccccc2C2=CCCC2)[C@@H]1C#N	·	22	-5	1.0	1	-2	7
O=C(C[C@@H]1CC[C@H]2[C@@H](COC[C@H](O)CN2Cc2cccc(C(F)(F)F)c2)O1)NCc1ccc(F)cc1	-3[16.7 µM]	29	-7	-1.0	10	-15	-9
COc1cc(Cl)c(C)cc1NC(=O)CNC(C)c1ccccc1OC (configuration not stated)	·	-84	-6	-0.1	-1	-41	1
COc1ccc(C(=O)OCC(=O)Nc2cc(C)on2)c(OC)c1OC	1	-15	2	-1.6	12	15	9
COc1ccc(CCNC(=S)NC(=O)c2c(-c3ccccc3Cl)noc2C)cc1OC	3	12	1	-2.1	8	35	-1
O=C(N[C@@H]1C=C[C@H](CC(=O)N2CCc3ccccc3C2)O[C@H]1CO)C1CCC1	·	19	14	-0.9	3	8	-13
CCCNc1c(NS(=O)(=O)c2c(F)c(F)c(F)c(F)c2F)c(=O)oc2ccccc12	-2	25	0	1.2	·	50	3
COc1ccc(C(O)c2nc(-c3cccc(F)c3)cs2)cc1 (configuration not stated)	2	11	5	0.0	-11	·	3
O=C(c1cccc(F)c1)N1CCCCN2[C@@H](CO)[C@@H](c3ccc(/C=C/c4ccccc4)cc3)[C@@H]2C1	-16[16.7 µM]	38	·	-0.9	10	-12	-10
O=C(CNC(=O)c1ccccc1)NCCc1ccc(O)c(O)c1	-9	17	9	1.1	5	17	2
COC(=O)Nc1nnc(/C=C/c2ccc(OC)cc2)s1	·	-80	4	·	-17	14	0
CC(=O)c1ccc(Nc2cc(C)nc3ncnn23)cc1	-1	19	-3	-4.0	16	0	-2
CCC(=O)N(C)C[C@@H]1Oc2ncc(-c3cccc(OC)c3)cc2C(=O)N([C@@H](C)CO)C[C@H]1C	-3[16.7 µM]	-15	2	2.4	-2	6	-3
O=C(O)/C=C/C(=O)NCc1cn(-c2ccccc2)nc1-c1cccc(Br)c1	·	-16	2	0.7	-14	2	·
CCC(C)(C)C(=O)O	-2	·	·	0.8	0	5	-5
CCOC(=O)c1ccc(NC(=S)N2CCN(CCNC3=CC(=O)CC(C)(C)C3)CC2)cc1	·	23	-2	1.0	1	5	5
COCC(=O)N1[C@H](CO)[C@@H](c2ccc(-c3ccccc3)cc2)C12CN(C(C)=O)C2	·	3	8	3.5	5	-1	-1
CCOC(=O)COc1ccc2c(C#N)c3ccccn3c2c1	·	-4	2	-2.3	2	11	1
O=C(c1cc(COc2ccc(F)cc2Cl)on1)N1CCN(c2cnccn2)CC1	·	0	13	0.3	·	-21	3
Cc1ccc(/C=C/C(=O)Nc2cc(C)on2)cc1	-4	-136	9	·	·	·	·
Cc1cc(C)c(C)c(OCCOCCNCc2ccccc2)c1	·	-18	1	·	2	-26	2
Cc1ccccc1Nc1nc(N)nc(COC(=O)c2nn(C)c(=O)c3ccccc23)n1	-4	-13	1	·	-8	·	4
COc1cccc(OC)c1CN1CCCC(C(=O)c2ccccc2SC)C1 (configuration not stated)	-19	23	-1	-0.9	17	6	5
CN(C)CCNC(=S)Nc1ccc(F)c(F)c1F	-7	-1	7	0.2	8	-8	3
CCCC(Oc1ccc(Br)cc1)c1nc2c3cc(OC)c(OC)cc3nc(=S)n2[nH]1 (configuration not stated)	·	13	0	1.0	42	7	5
COc1ccc(N/C=C/C(=O)c2ccc3c(c2)OCO3)cc1OC	·	-72	-5	·	·	58	·
C[C@H]1CN([C@@H](C)CO)C(=O)c2cc(NC(=O)NC3CCCCC3)ccc2O[C@H]1CN(C)Cc1ccc2c(c1)OCO2	-2[16.7 µM]	9	·	-0.2	18	-31	8
CCN(CC)CCNCc1ccc(OCc2ccc(Cl)nc2)c(OC)c1	·	-3	·	·	-8	33	·
CC(C)NC(=O)N(C)C[C@H]1Oc2ccc(NC(=O)Cn3cnnn3)cc2C(=O)N([C@H](C)CO)C[C@H]1C	1[16.7 µM]	·	·	1.7	1	18	·
Cc1ccc(S(=O)(=O)Nc2nc3ccccc3nc2N2CCOCC2)cc1	·	7	0	-1.6	-1	-1	7

A different layout for 15 compounds above:
Second line of a record: miR-122 sensor	PAX8 inh HTS	FN deposition inh	F508del corr	EWS-Fli block	GSIS activator	DENV2 CPE rescue
CCOC(=O)c1ccc(NC(=S)N2CCN(CCNC3=CC(=O)CC(C)(C)C3)CC2)cc1
→ ·	23	-2	1.0	1	5	5
COCC(=O)N1[C@H](CO)[C@@H](c2ccc(-c3ccccc3)cc2)C12CN(C(C)=O)C2
→ ·	3	8	3.5	5	-1	-1
CCOC(=O)COc1ccc2c(C#N)c3ccccn3c2c1
→ ·	-4	2	-2.3	2	11	1
O=C(c1cc(COc2ccc(F)cc2Cl)on1)N1CCN(c2cnccn2)CC1
→ ·	0	13	0.3	·	-21	3
Cc1ccc(/C=C/C(=O)Nc2cc(C)on2)cc1
→ -4	-136	9	·	·	·	·
Cc1cc(C)c(C)c(OCCOCCNCc2ccccc2)c1
→ ·	-18	1	·	2	-26	2
Cc1ccccc1Nc1nc(N)nc(COC(=O)c2nn(C)c(=O)c3ccccc23)n1
→ -4	-13	1	·	-8	·	4
COc1cccc(OC)c1CN1CCCC(C(=O)c2ccccc2SC)C1 (configuration not stated)
→ -19	23	-1	-0.9	17	6	5
CN(C)CCNC(=S)Nc1ccc(F)c(F)c1F
→ -7	-1	7	0.2	8	-8	3
CCCC(Oc1ccc(Br)cc1)c1nc2c3cc(OC)c(OC)cc3nc(=S)n2[nH]1 (configuration not stated)
→ ·	13	0	1.0	42	7	5
COc1ccc(N/C=C/C(=O)c2ccc3c(c2)OCO3)cc1OC
→ ·	-72	-5	·	·	58	·
C[C@H]1CN([C@@H](C)CO)C(=O)c2cc(NC(=O)NC3CCCCC3)ccc2O[C@H]1CN(C)Cc1ccc2c(c1)OCO2
→ -2[16.7 µM]	9	·	-0.2	18	-31	8
CCN(CC)CCNCc1ccc(OCc2ccc(Cl)nc2)c(OC)c1
→ ·	-3	·	·	-8	33	·
CC(C)NC(=O)N(C)C[C@H]1Oc2ccc(NC(=O)Cn3cnnn3)cc2C(=O)N([C@H](C)CO)C[C@H]1C
→ 1[16.7 µM]	·	·	1.7	1	18	·
Cc1ccc(S(=O)(=O)Nc2nc3ccccc3nc2N2CCOCC2)cc1
→ ·	7	0	-1.6	-1	-1	7

Single values from the entries so far.
COc1ccc(CCNC(=S)NC(=O)c2c(-c3ccccc3Cl)noc2C)cc1OC in F508del corr reads -2.1
O=C(N[C@@H]1C=C[C@H](CC(=O)N2CCc3ccccc3C2)O[C@H]1CO)C1CCC1 in FN deposition inh reads 14

3 compounds already listed, arranged by the number in miR-122 sensor, rising.
| canonical_smiles | miR-122 sensor |
| --- | --- |
| CN(C)CCNC(=S)Nc1ccc(F)c(F)c1F | -7 |
| CCC(C)(C)C(=O)O | -2 |
| CC(=O)c1ccc(Nc2cc(C)nc3ncnn23)cc1 | -1 |

Next section.
canonical_smiles	miR-122 sensor	PAX8 inh HTS	FN deposition inh	F508del corr	EWS-Fli block	GSIS activator	DENV2 CPE rescue
Oc1ccc(C[C@H]2CNCCN2CCc2cccc3ccccc23)cc1	·	-5	2	-2.0	-7	-16	·
C=CCn1c(COc2cccc(C)c2)nnc1SCC(=O)c1c[nH]c2c(CC)cccc12	-4	20	1	·	·	17	·
CCCCC(=O)OCC(=O)N1N=C(c2c[nH]c3ccccc23)C(O)C1c1ccc(OC)cc1 (configuration not stated)	·	11	-7	1.1	3	-5	5
CCOc1ccccc1C=C1CCc2ccccc2C1=O	·	-20	-1	1.1	-41	·	-14
CC(C)Oc1ccc(C(=O)NC2(C(F)(F)F)NC(=O)N(CCCc3ccccc3)C2=O)cc1 (configuration not stated)	-5	34	-4	·	10	-20	-9
O=C(/C=C/c1ccc2c(c1)OCO2)NCc1ccco1	·	58	3	-2.7	-34	-15	-7
O=C(C[C@H]1CC[C@@H]2[C@H](COC[C@H](O)CN2C(=O)Nc2ccccc2)O1)NCc1ccccc1F	5[16.7 µM]	-5	7	-2.2	-9	-9	-9
CCCC#Cc1ccc([C@H]2[C@@H](CO)N3CCCCN(S(=O)(=O)Cc4ccccc4)C[C@H]23)cc1	-6[16.7 µM]	86*	-9	0.6	22	-30	18
Cc1ccc(C2C(C=Nc3c(C)n(C)n(-c4ccccc4)c3=O)=C(c3ccccc3)Oc3ccccc32)cc1 (configuration not stated)	0	13	-7	·	·	1	·
CC(Sc1ccc(S(=O)(=O)N2CCCCC2)cn1)C(N)=O (configuration not stated)	-2	2	·	-1.1	6	2	-18
CCOC(=O)C1(Cc2ccc(Cl)cc2)CCN(C2CCC2)CC1	·	16	-1	1.9	-2	4	-2
Cc1ccc(S(=O)(=O)Nc2cc(Cl)ccc2-n2cncn2)cc1	5	39	3	-5.7	-2	-22	1
CCNC(=O)[C@@H]1[C@@H](CO)[C@@H]2Cn3c(ccc(C4=CCCCC4)c3=O)[C@@H]2N1Cc1ccccc1F	1[16.7 µM]	·	·	0.6	-3	-8	3
CCSC1=C(C#N)C(c2ccc(C)s2)CC(=O)N1 (configuration not stated)	4	·	·	0.3	-3	11	2
COc1ccc(NC(=O)N(C)C[C@@H]2Oc3ccc(NC(=O)Cn4cnnn4)cc3C(=O)N([C@@H](C)CO)C[C@@H]2C)cc1	1[16.7 µM]	·	·	0.2	-8	6	3
NC(=S)NNc1cccc(Cl)c1	5	23	-5	·	·	·	·
O=C(N/N=C/c1ccc2nccnc2c1)c1ccc(Br)cc1	1	4	2	1.5	-34	-2	?
C[C@H](CO)N1C[C@H](C)[C@H](CN(C)C(=O)CC2CC2)Oc2cc(C#C[C@@H](C)O)ccc2S1(=O)=O	-6[16.7 µM]	·	5	-1.1	2	30	-1
CC(C)CN1CCN(Cc2cnc(-c3ccc(Cl)cc3)nc2)CC1CCO (configuration not stated)	-4	20	-10	2.3	-12	-1	3
CCOc1ccc2[nH]c3c(=O)n(CCc4ccc(OC)cc4)cnc3c2c1	-5	3	2	-1.9	-3	10	-4
CCCN(C(=O)CSc1nnc(-c2ccc3c(c2)OCO3)o1)C1CCS(=O)(=O)C1 (configuration not stated)	-3	-16	4	-0.6	4	9	8
COC(=O)c1sc(C(C)(C)C)cc1CS(=O)(=O)c1ccc(Cl)cc1	·	22	10	7.0	3	-23	5
C[C@H]1CN(C(=O)OC(C)(C)C)CCN1c1ccc(Br)c(C#N)c1	·	12	-3	-0.9	0	-28	12
COc1ccc(C(=O)NCc2ccc3c(c2)cc(C)n3C)cc1OC	-4	9	14	1.7	-22	-5	6
Cc1ccc(C)c(OCCCCN2CCNCC2)c1C	0	-35	-6	1.8	13	12	6
COC(C[C@H]1O[C@@H]1[C@@H](O)[C@H](C)OCc1ccccc1)OC	-1	-1	3	-0.5	-6	-8	-7
